B2AR arrestin ag – agonists recruiting beta-arrestin to human beta2-adrenergic receptor | HTLA Tango cells, beta-arrestin recruitment, luciferase luminescence, 18 h | Potency, µM (doses to about 46.1 µM), inactives show top-dose activation, actives largely listed as activators | 44,000 tested, under 10 active | AID 1347077;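 note: potency is the fitted concentration of half-maximal effect; 0% = DMSO and full agonism = EC100 isoproterenol or metaproterenol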
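Tango cells (recombinant beta2-AR, beta-arrestin, tTA-driven luciferase), 1500/well in DMEM 1% FBS, treated 18 h at 37 °C with compounds up to 46 µM; luciferin mix added, luminescence read after 15 min; %activity curves fitted and curve-classed.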
NTMT1 inh – inhibitors of human N-terminal methyltransferase NTMT1; hit rate 2.5% among 59,000; Potency, µM (titrated, usually from 114 µM), inactives show top-dose activity change, negative = inhibition, hits mostly inhibitors; NTMT1 MTase-Glo SAH luminescence, purified enzyme; Q9BV86;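 note: potency is the fitted concentration of half-maximal effect; plate controls were DMSO vehicle for no effect and no enzyme for full effect; nearly all actives have a fitted effect of over 65% in size; many of its hits are not listed in these tables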
Target sequence (Q9BV86 whole entry, looked up): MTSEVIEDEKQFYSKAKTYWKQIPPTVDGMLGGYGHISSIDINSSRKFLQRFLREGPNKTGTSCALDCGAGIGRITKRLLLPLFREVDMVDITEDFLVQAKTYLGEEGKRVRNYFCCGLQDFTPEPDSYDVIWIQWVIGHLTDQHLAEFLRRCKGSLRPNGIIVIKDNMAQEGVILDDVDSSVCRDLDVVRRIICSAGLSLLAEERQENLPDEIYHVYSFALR
FH mod – Identification of activators of human fumarate hydratase by quantitative high-throughput screening; Fumarate hydratase, mitochondrial (Homo sapiens), P07954; FH coupled MDH/diaphorase resazurin fluorescence, 15 min; Potency, µM (series often up to 79.9 µM), inactives show at the top dose activity change, negative = inhibition, actives largely listed as inhibitors; hit rate 0.22% among 54,000; AID 1347055, 2019; note: potency is the fitted concentration of half-maximal effect; % is set by controls: 0 for no effect and ±100 for the full control effect; the screen sought activators but most active calls are inhibition curves; nearly all actives have a fitted effect of over 45% in size
p53null 39C kill – p53 null cell cytotoxicity, nonpermissive temperature; Potency, µM (highest dose often 46.1 µM), without a hit: top-dose activity, negative = cell killing, most hits filed as cytotoxic; H1299 p53-null (neo) cells, 39C, ATPlite viability, 24 h; hit rate 0.97% among 55,000;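 note: potency is the fitted concentration of half-maximal effect; 0% = DMSO only and -100% = full killing by 100 µM tamoxifen; nearly all actives have a fitted effect of over 50% in size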
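Temperature-shift cytotoxicity format: compound titrations on p53-null or A138V-expressing H1299 cells held 24 hr at 39C, cell ATP then measured, AC50 from Hill model.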
p53null 32C tox – selectivity test: cytotoxicity in p53 null cells, permissive temperature; Potency, µM (highest dose often 46.1 µM), for the others: at the highest dose activity change, negative = cytotoxicity, usual class: cytotoxic; hit rate 0.62% among 55,000; AID 903; H1299-neo p53 null cells, ATP luminescence, 24 h, 32C;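 note: potency is the fitted concentration of half-maximal effect; 0% = DMSO only and -100% = full killing by 100 µM tamoxifen; nearly all actives have a fitted effect of over 55% in size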
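H1299-neo, 600 cells/well; overnight 37C; cpd up to 46 uM, 24 h at 32C; ATPlite luminescence after 20 min RT; normalized to DMSO (0%) and tamoxifen 100 uM (100% kill); Hill-fit AC50.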
TSG101-PTAP inh – TSG101-PTAP interaction inhibition, HIV-1 budding | Fluorescence polarization, FITC-PTAP peptide/Tsg101, 20 min | 44,000 tested, under 10 active | Q99816 | Potency, µM (doses to about 115 µM), for inactives: at the top dose activity change, negative = inhibition, actives largely listed as inhibitors | AID 1347069; note: potency is the fitted concentration of half-maximal effect; 0% is about no effect
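qHTS FP binding, 20 min r.t.: 10 uM Tsg101 domain + 50 nM FITC-PTAP peptide, pH 7.5 HEPES buffer with TCEP and EDTA.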
GALK inh – inhibitors of human galactokinase (GALK). P51570. recombinant GALK, Kinase-Glo ATP luminescence, 1 h. Potency, µM (top dose mostly 57.5 µM), for the others: at the top dose activity, negative = inhibition, usual class: inhibitors. 44,000 tested, under 10 active. AID 1347072;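 note: plate controls were full GALK reaction for no effect and reaction lacking GALK for full effect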
Target sequence (P51570 whole entry, looked up): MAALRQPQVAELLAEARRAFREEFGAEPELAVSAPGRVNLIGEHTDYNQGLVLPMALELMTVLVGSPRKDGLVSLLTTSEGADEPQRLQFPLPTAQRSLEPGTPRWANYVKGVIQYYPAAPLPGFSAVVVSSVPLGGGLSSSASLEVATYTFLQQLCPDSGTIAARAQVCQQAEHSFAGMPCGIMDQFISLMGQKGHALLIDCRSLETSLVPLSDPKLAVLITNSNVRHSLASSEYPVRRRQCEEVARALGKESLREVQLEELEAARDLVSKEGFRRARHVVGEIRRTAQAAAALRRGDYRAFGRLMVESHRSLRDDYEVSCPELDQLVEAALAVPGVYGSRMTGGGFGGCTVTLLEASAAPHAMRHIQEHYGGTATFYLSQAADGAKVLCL
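Compounds were pinned into ATP buffer, then GALK-galactose mix was added (final 5 nM enzyme, 35 uM ATP, 100 uM galactose, pH 8.0). After 1 h at room temperature, Kinase-Glo Plus was added and luminescence read.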
Numbers without * were called inactive; u = inconclusive. Calls come from the whole dose curve; as a rule, active = well fitted curve in the direction sought with a large enough effect; inconclusive = small, poorly fitted or top-dose-only effect, or another doubt; inactive = no such curve, though single readings can be large; an effect the other way counts as inactive or inconclusive. These rows are one share of the data; rates above refer to the full screens.

SMILES	B2AR arrestin ag	NTMT1 inh	FH mod	p53null 39C kill	p53null 32C tox	TSG101-PTAP inh	GALK inh
Cc1ccc(S(=O)(=O)N2CCOCC2)cc1C(=O)Nc1ccccc1C(=O)O	1%	-1%	5%	-1%	0%	-1%	8%
COc1ccc(C(=O)c2cn(CC(=O)Nc3ccc4c(c3)OCO4)c3ccc(OC)cc3c2=O)cc1	u	8%	-3%	-3%	u	-2%	0%
CCc1ccc(NC(=O)c2nn(-c3ccc(OC)cc3)c(=O)c3c2c2ccccc2n3C)cc1	1%	13%	-2%	-8%	2%	1%	0%
Cc1ccc2c(c1)N(CC(=O)NCc1ccccc1Br)C(=O)c1cccnc1O2	3%	-13%	-7%	4%	1%	0%	-1%
Cc1ccc(OCc2nc(-c3ccc(C(=O)NCc4ccc(OC(C)C)cc4)cc3)oc2C)cc1	0%	11%	-6%	2%	-13%	-5%	1%
COc1ccc(-c2nc(C)c(CCNC(=O)C(=O)Nc3ccccc3OC)s2)cc1	1%	30%	-7%	13%	-1%	-10%	-1%
COc1cc(-c2cc(OC)c3c(C)oc(C)c3c(=O)c2)ccc1OC(=O)c1ccc(C)cc1	1%	-48%	-15%	9%	4%	-2%	5%
CCCn1cc(S(=O)(=O)c2ccccc2)c(=O)c2cc(F)c(N3CCCC(C)C3)cc21 (configuration not stated)	1%	-2%	-16%	-2%	-2%	-7%	0%
Cc1ccccc1CNC(=O)c1ccc2c(c1)c(C)c(C)n2C	2%	1%	-12%	-9%	-2%	-1%	0%
O=C(NC1CCCCC1)c1ccc(Cn2c(SCc3ccccc3)nc3cccnc32)cc1	-1%	1%	0%	-16%	-13%	4%	2%
COc1ccc(NC(=O)CSC2=Nc3ccccc3C3=NC(CCC(=O)NCCc4ccccc4)C(=O)N23)c(OC)c1 (configuration not stated)	-2%	7%	-19%	10%	-7%	0%	-2%
CCc1nnc(SCC(=O)N(C)c2ccccc2)c2cc3sccc3n12	0%	-4%	-6%	-11%	-1%	-9%	1%
Cc1cc(-c2ccc(C)c(S(=O)(=O)Nc3ccccn3)c2)on1	3%	11%	4%	-14%	-8%	2%	0%
O=C(Nc1ccc(F)cc1F)c1cc(-c2ccccc2O)no1	0%	4%	0%	0%	-2%	-1%	-3%
CCCn1ccc2c(OCC(=O)Nc3ccc(OC)c(OC)c3)cccc2c1=O	-3%	14%	-9%	27%	-4%	-9%	-2%
Cc1cccc(-c2nc3ccccc3n3c(-c4ccccc4)c4c(=O)n(C)c(=O)n(C)c4c23)c1	5%	8%	1%	0%	-1%	0%	3%
Cc1ccc2c(c1)cc(C(=O)NCc1ccccc1C)n2C	-4%	8%	7%	-1%	-13%	-1%	1%
O=C(Nc1cc(-c2nc3ccccc3s2)ccc1Cl)c1cc2ccccc2o1	1%	0%	-9%	3%	-9%	0%	0%
COc1ccc(NC(=O)c2oc3ccc4c(c3c2C)C(=O)CC(C)(C)O4)cc1OC	0%	-14%	u	3.2µM*	13µM*	0%	-8%
Cc1ccc2onc(CC(=O)N3CCN(c4ccc(F)cc4)CC3)c2c1	-1%	-10%	0%	10%	5%	-6%	2%
CCOc1ccc(NC(=O)c2nc(S(=O)(=O)Cc3ccccc3F)ncc2Cl)cc1	-2%	16%	-5%	u	-19%	-6%	8%
CCc1nnc2c(Nc3cccc(C(C)=O)c3)nc3ccccc3n12	-1%	-5%	-2%	-10%	1%	-2%	-3%
COC(=O)Cn1c(=O)c2c(nc3n2CCN3c2ccc(F)cc2)n(C)c1=O	1%	8%	-14%	-19%	4%	-3%	-3%
COc1ccc(Cl)cc1NC(=O)Cn1cc(S(=O)(=O)Cc2cccc(Cl)c2)c2ccccc21	0%	10%	-25%	-13%	-9%	-3%	-3%
COC(=O)c1ccc(NC(=O)c2nn(C)c3c2CS(=O)(=O)c2ccccc2-3)cc1	1%	8%	4%	-29%	-1%	3%	2%
O=C(Nc1cccc(C(=O)N2CCCCC2)c1)c1nsc2ccccc12	0%	u	-8%	10µM*	u	-3%	u
CCOCCCNC(=O)CN1C(=O)CCn2nc(-c3cccn3C)cc21	1%	12%	-1%	-12%	-7%	-3%	0%
Cc1ccc(C(=O)N2CCc3cc(CNC(=O)c4ccc(Br)cc4)ccc32)cc1	0%	2%	-15%	4%	0%	-1%	-4%
O=C(NCc1ccco1)c1ccc2c(c1)N(Cc1ccccc1F)C(=O)c1ccccc1S2=O (configuration not stated)	1%	8%	-16%	-19%	-2%	-5%	-1%
Cc1cccc(CNC(=O)CCCN2C(=O)COc3ccc(C)cc32)c1	-4%	-3%	-2%	-27%	4%	-12%	-9%

Record cards, from the list above. Values in the order: B2AR arrestin ag	NTMT1 inh	FH mod	p53null 39C kill	p53null 32C tox	TSG101-PTAP inh	GALK inh
`COC(=O)Cn1c(=O)c2c(nc3n2CCN3c2ccc(F)cc2)n(C)c1=O` is listed as 1%	8%	-14%	-19%	4%	-3%	-3%
`O=C(NCc1ccco1)c1ccc2c(c1)N(Cc1ccccc1F)C(=O)c1ccccc1S2=O` (configuration not stated) is listed as 1%	8%	-16%	-19%	-2%	-5%	-1%
`COC(=O)c1ccc(NC(=O)c2nn(C)c3c2CS(=O)(=O)c2ccccc2-3)cc1` is listed as 1%	8%	4%	-29%	-1%	3%	2%
`CCOc1ccc(NC(=O)c2nc(S(=O)(=O)Cc3ccccc3F)ncc2Cl)cc1` is listed as -2%	16%	-5%	u	-19%	-6%	8%
`O=C(Nc1cccc(C(=O)N2CCCCC2)c1)c1nsc2ccccc12` is listed as 0%	u	-8%	10µM*	u	-3%	u

The listing continues:
SMILES	B2AR arrestin ag	NTMT1 inh	FH mod	p53null 39C kill	p53null 32C tox	TSG101-PTAP inh	GALK inh
Cc1ccn2c(Nc3ccc4c(c3)OCCO4)c(-c3ccccc3O)nc2c1	7%	u	u	-1%	6%	0%	1%
CCC(C)NC(=O)CSc1c2c(nc3cc(Cl)ccc13)CCCC2 (configuration not stated)	-2%	2%	-1%	-30%	2%	-1%	7%
CCOc1ccc(N2CC(C(=O)NCc3nnnn3-c3ccc(C)c(C)c3)CC2=O)cc1 (configuration not stated)	0%	9%	-1%	4%	-5%	-12%	-7%
CCOC(=O)c1ccc(NC(=O)CC2C(=O)N(c3ccc(F)cc3)C(=O)N2Cc2ccc3c(c2)OCO3)cc1 (configuration not stated)	0%	6%	u	-12%	4%	3%	5%
CCOC(=O)c1ccc(NC(=O)COc2cccc3c(=O)n(C)ccc23)cc1	-3%	-15%	-12%	16%	-7%	-2%	0%
COc1ccc(C)c2sc(N(Cc3cccnc3)C(=O)CCc3ccccc3)nc12	-3%	4%	u	-2%	3%	-1%	0%
CCOc1ccccc1CNC(=O)C1CCN(c2nnc(-n3c(C)ccc3C)s2)CC1	-2%	-12%	-12%	-10%	-9%	2%	0%
COc1ccc(C(=O)NCc2ccc3c(c2)CCN3C(=O)c2ccccc2)cc1	1%	12%	20%	4%	-8%	-6%	2%
O=C(Cn1c(=O)c2cccn2c2ccc(F)cc21)Nc1cccc(F)c1	0%	10%	-5%	-15%	0%	1%	-2%
COc1ccc(Cl)cc1NS(=O)(=O)c1c(C)nc2scc(C)n2c1=O	0%	8%	-18%	-14%	6%	-2%	4%
Cc1ccc(CNC(=O)CSc2ncc(S(=O)(=O)c3ccc(Br)cc3)c(=O)[nH]2)cc1	0%	7%	u	-16%	0%	-26%	-3%
CC(C)NC(=O)C1CCC(Cn2c(=O)c3sccc3n(CC(=O)NCc3ccccc3)c2=O)CC1 (configuration not stated)	0%	2%	6%	-9%	4%	0%	5%
CCc1ccc(NS(=O)(=O)c2c(-c3ccccc3)csc2C(=O)OC)cc1	-1%	5%	-24%	27%	26%	-3%	1%
CCOC(=O)c1ccc(NC(=O)Cn2c(=O)cc(C)c3c(C)nn(-c4ccc(CC)cc4)c32)cc1	0%	9%	0%	-3%	-3%	1%	-2%
CCn1c(=O)c2cc(C(=O)Nc3cc(OC)c(OC)c(OC)c3)sc2c2ccccc21	1%	2%	u	-25%	0%	1%	0%
Cc1ccc(C(=O)NCC(c2ccc(Cl)cc2)N2CCCCC2)cc1 (configuration not stated)	-3%	0%	0%	-17%	-13%	-2%	1%
Cc1ccc(NC(=O)c2cnc(N3CCCCC3)c3ccccc23)cc1Cl	-1%	-5%	-18%	17%	8%	3%	0%
Cc1ccn2c(Nc3ccc4c(c3)OCO4)c(-c3ccc(C)o3)nc2c1	-2%	u	-18%	-12%	-17%	-2%	0%

An excerpt of these results, bar-delimited:
molecule | B2AR arrestin ag | NTMT1 inh | FH mod | p53null 39C kill | p53null 32C tox | TSG101-PTAP inh | GALK inh
Cc1ccc(NC(=O)c2cnc(N3CCCCC3)c3ccccc23)cc1Cl | -1% | -5% | -18% | 17% | 8% | 3% | 0%
Cc1ccn2c(Nc3ccc4c(c3)OCO4)c(-c3ccc(C)o3)nc2c1 | -2% | u | -18% | -12% | -17% | -2% | 0%
CCOC(=O)c1ccc(NC(=O)Cn2c(=O)cc(C)c3c(C)nn(-c4ccc(CC)cc4)c32)cc1 | 0% | 9% | 0% | -3% | -3% | 1% | -2%
CCn1c(=O)c2cc(C(=O)Nc3cc(OC)c(OC)c(OC)c3)sc2c2ccccc21 | 1% | 2% | u | -25% | 0% | 1% | 0%
Cc1ccc(C(=O)NCC(c2ccc(Cl)cc2)N2CCCCC2)cc1 (configuration not stated) | -3% | 0% | 0% | -17% | -13% | -2% | 1%
CC(C)NC(=O)C1CCC(Cn2c(=O)c3sccc3n(CC(=O)NCc3ccccc3)c2=O)CC1 (configuration not stated) | 0% | 2% | 6% | -9% | 4% | 0% | 5%
